Rv3671c protease: Rv3671c (M. tuberculosis) protease inhibition. inhibition, % at 5.96 µM. P9WHR9. hit rate 0.048% among 320,000. AID 2606; in the data active = inhibition above about 38%;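 also: extracellular domain of Rv3671c used as enzyme; 0% = enzyme with DMSO and 100% = no enzyme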
Target sequence (P9WHR9 whole entry, looked up, the tested form may be a part): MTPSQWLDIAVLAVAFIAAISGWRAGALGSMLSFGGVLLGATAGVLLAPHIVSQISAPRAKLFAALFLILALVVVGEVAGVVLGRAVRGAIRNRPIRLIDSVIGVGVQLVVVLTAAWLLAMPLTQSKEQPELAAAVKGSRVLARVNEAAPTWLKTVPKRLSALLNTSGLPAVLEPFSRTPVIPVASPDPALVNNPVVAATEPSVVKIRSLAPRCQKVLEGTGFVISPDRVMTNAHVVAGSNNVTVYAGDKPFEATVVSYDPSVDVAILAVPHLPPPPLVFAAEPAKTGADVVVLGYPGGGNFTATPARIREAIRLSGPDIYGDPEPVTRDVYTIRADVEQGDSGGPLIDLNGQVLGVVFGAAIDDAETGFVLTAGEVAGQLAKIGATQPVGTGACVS
BoNT-F LC inh: BoNT F light chain protease inhibition. Multiplex microsphere protease cleavage assay, flow cytometry. inhibition, % at 10 µM. AID 588497. hit rate 0.22% among 360,000; in the data active = inhibition above about 35%, passing the limit was not always enough; inconclusive = no clear call, values can overlap the other calls; also: plate controls were buffer without enzyme for full effect and enzyme alone for no effect
SARS 3CLpro inh: SARS-CoV 3CLpro protease inhibition. recombinant SARS-CoV 3CLpro, quenched FRET peptide cleavage. inhibition, % at 6 µM. P0C6X7. hit rate 0.14% among 290,000; in the data active = inhibition above about 12%
CCHFV vOTU inh: CCHFV vOTU protease inhibition | hit rate 0.55% among 370,000 | AID 651958 | inhibition, % at 11.5 µM | Pep-AMC fluorescence; in the data active = inhibition above about 30%; also: 0% = vehicle wells with enzyme and 100% = no enzyme wells
BoNT A protease: BoNT A light chain protease inhibition | AID 588499 | multiplex microsphere protease substrate cleavage, flow cytometry | inhibition, % at 10 µM | hit rate 0.17% among 360,000; also: plate controls were buffer without enzyme for full effect and enzyme alone for no effect
MazF activator: activators of E. coli MazEF toxin-antitoxin RNase; P0AE70; hit rate 0.32% among 350,000; activation, % at 20 µM; FAM/BHQ RNA-DNA oligo cleavage fluorescence, 5 h; AID 504720; in the data active = activation above about 50%
Target sequence (P0AE70 whole entry, looked up): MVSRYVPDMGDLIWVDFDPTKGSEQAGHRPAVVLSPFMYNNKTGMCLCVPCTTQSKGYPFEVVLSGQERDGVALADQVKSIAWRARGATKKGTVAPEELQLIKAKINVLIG
Anthrax LF inh2: blocks Bacillus anthracis lethal factor protease. P15917. multiplex microsphere protease cleavage assay, LF. inhibition, % at 10 µM. hit rate 0.12% among 360,000. AID 588501; also: plate controls were buffer without enzyme for full effect and enzyme alone for no effect
VHR inh abs: blocks human VHR1 dual specificity phosphatase; recombinant VHR phosphatase, pNPP absorbance; P51452; AID 1654; inhibition, % at 13.3 µM; hit rate 0.52% among 290,000; in the data active = inhibition above about 50%; also: some compounds called inactive have numbers as strong as hits
Target sequence (P51452 whole entry, looked up): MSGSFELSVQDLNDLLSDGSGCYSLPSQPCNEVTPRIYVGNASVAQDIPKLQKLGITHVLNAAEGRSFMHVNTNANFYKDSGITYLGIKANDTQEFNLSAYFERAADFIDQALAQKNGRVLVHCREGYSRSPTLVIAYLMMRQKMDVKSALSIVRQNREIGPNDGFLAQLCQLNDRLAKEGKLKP
PriA SSB inh: inhibitors of Klebsiella pneumoniae PriA binding to SSB C-terminal tail; AlphaScreen SSBct-PriA binding, biotinylated peptide; inhibition, % at 33 µM; hit rate 0.6% among 430,000; AID 1272365; in the data active = inhibition mostly above about 37%, no sharp cut-off; inactive = mostly below about 20%;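 also: plate controls were negative control peptide for no effect and reference peptide for full effect; strong numbers were not always called active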
PrPC surface inh: reduces human prion protein on the cell surface; AID 720596; cell surface PrPC, TR-FRET read-out; hit rate 0.43% among 370,000; inhibition, % at 13.8 µM; P04156; in the data active = inhibition above about 24%; also: 0% = median of the test wells and 100% = reference compound wells
An asterisk follows results filed as active; ? = inconclusive; . = not tested or not shown; & = joins results of further samples. Rule as the data show it, unless noted: active = inhibition above about 30%; inconclusive = no clear call, values can overlap the other calls; inactive = below that. Some of the compounds tested; the hit share may differ from the screen's.

SMILES	Rv3671c protease	BoNT-F LC inh	SARS 3CLpro inh	CCHFV vOTU inh	BoNT A protease	MazF activator	Anthrax LF inh2	VHR inh abs	PriA SSB inh	PrPC surface inh
CN1CCN(c2ccc(C(=O)c3ccc(F)cc3)cc2)CC1	-2.5	-2.6	0.4	13.3	0.3	-0.2	-4.8	44.4	-1.2	-5.2
CCCCN(CCCC)CCNC(=O)CN1C(=O)CSc2ccc(S(=O)(=O)N3CCCCC3)cc21	-2.7	8.1	0.7	6.1	2.2	3.6	-2.3	-19.8	-7.0	-4.1
Cc1cc(C)c(C)c(S(=O)(=O)N2CCN(C(=O)c3ccc4c(=O)n5c(nc4c3)CCC5)CC2)c1C	-7.8	-25.6	.	-10.7	-1.0	-0.2	-3.4	.	7.2	1.2
O=S(=O)(NCCOC12CC3CC(CC(C3)C1)C2)c1cccc2nsnc12	-4.9	-6.6	3.0	10.2	0.7	10.4	-4.2	14.6	0.2	-13.6
COc1cc(OC)cc(C(=O)NNC(=O)CCc2ccccc2)c1	3.6	-1.8	-3.8	0.1	-0.6	-0.9	-3.4	3.6	-8.5	-7.0
CCCn1c(SCC(=O)Nc2c(C)cccc2C)nnc1C(C)C	-1.4	-32.3	4.0	8.0	-2.8	0.3	-2.8	-2.6	-3.5	-2.6
C/C(Cn1nc([N+](=O)[O-])cc1C)=N\NC(=O)COc1ccc(Cl)cc1Cl	3.0	-0.8	2.1	-5.5	-0.4	-0.5	-0.2	22.7	.	3.7
CC(=O)c1c(C)[nH]c(C(=O)N2CCc3ccccc32)c1C	-2.0	-11.2	4.5	7.0	0.4	-2.0	0.5	10.5	0.7	-2.7
CCOC(=O)Cn1c(=O)oc2cc(S(=O)(=O)N3CCCc4ccccc43)ccc21	-7.6	-2.7	-2.0	5.9	-1.0	-3.8	-1.1	10.7	-8.3	7.4
O=[N+]([O-])c1ccc(C(O)CN2CCN(Cc3ccccc3)CC2)cc1 (centres undefined)	-6.3	12.0	-0.9	-18.8	-2.6	-0.4	8.9	12.5	-19.2	-13.8
COC(=O)c1cccnc1NC(=S)NC(C)C	7.7	-3.5	3.7	8.9	-1.4	9.7	-0.3	-0.5	-11.6	3.9
Nc1oc2ccccc2c(=O)c1C=O	10.2	-5.4	5.0	-10.7	-1.2	-9.8	-1.5	-12.5	-9.9	-7.0
CCOc1nc(C)cc(C)c1S(=O)(=O)c1ccc(Cl)cc1	-14.6	-5.0	3.3	-3.0	-0.4	-11.9	-3.6	15.1	-9.6	9.2
Cn1c(SCc2n[nH]c(=S)n2-c2ccccc2)nnc1-c1ccccc1	3.1	-5.5	8.1	-1.0	-0.6	16.1	0.6	1.7	2.4	7.9
CC(C)N1CCC(N2CCN(Cc3ccc(-c4ccc(Cl)cc4)o3)CC2CCO)CC1 (centres undefined)	0.4	-5.9	4.2	-0.3	3.3	3.6	-0.1	21.9	9.7	-7.4
Cc1ccc2oc(C(=O)NCCC3CCCCO3)c(C)c2c1 (centres undefined)	.	-0.6	0.7	-3.5	-0.6	-11.3	-1.8	7.4	-18.0	6.6
COc1ccc(N2CC(NC(=O)N(C)CCC#N)CC2=O)cc1 (centres undefined)	-5.4	-4.4	-0.9	9.9	-0.8	5.3	7.6	5.5	-1.3	-4.4
CCn1c(COc2ccc(=O)n(-c3ccccc3)n2)nnc1SCc1ccc(C)cc1	3.0	-6.0	-3.1	0.9	-1.2	2.8	-7.2	-7.2	-11.3	-5.1
CC(Oc1ccc2c(c1)oc(=O)c1ccccc12)C(=O)NCC1CCC(C(=O)O)CC1 (centres undefined)	-2.8	-15.9	-2.8	-81.2	-0.4	4.6	-7.7	16.6	-1.7	4.7
COC(=O)c1sc2nc(-c3ccccc3)c3c(c2c1N)CCCC3	7.4	-5.4	2.6	-5.6	0.8	-9.3	-3.1	32.7	-22.7	-8.3
CC1Cc2ccccc2N1S(=O)(=O)c1cccc(C(=O)NNC(=O)c2ccccc2F)c1 (centres undefined)	-5.0	1.6	.	8.0	0.2	-1.5	9.6	.	4.5	0.0
O=C1[C@H]2[C@@H](c3ccc(F)cc3)N3C(=O)N(c4cccc(Br)c4)C(=O)[C@@]3(Cc3ccccc3)[C@H]2C(=O)N1C1CCCCC1	-52.3	6.8	.	-5.4	-0.4	-5.7	-1.8	.	-7.7	1.8
CC(C)C[C@H](NC(=O)OC(C)(C)C)c1nnc(SCc2cccc(F)c2)o1	2.4	0.1	6.0	27.7	-0.2	-5.6	-3.9	-21.5	-18.8	21.1
COc1ccc(OCCNC(=O)/C=C/c2ccc([N+](=O)[O-])cc2)cc1	1.1	1.5	-2.7	0.2	-0.9	9.0	0.0	25.8	6.5	-23.0
O=C(C1CC1)N1CCc2cc(S(=O)(=O)NCCCN3CCCCC3)ccc21	0.6	-1.6	5.6	-9.1	0.6	1.3	-3.1	-5.0	-2.4	-4.6
CN(C)C(=O)CSc1nnc2sc3ccccc3n12	-6.0	-19.0	-4.1	4.0	-1.3	6.0	-2.2	19.4	-16.6	-0.3
O=C(Nc1ccc(S(=O)(=O)NC2CCCCC2)cc1)c1ccc(Br)o1	-6.9	-0.3	6.5	1.6	0.0	-2.2	-2.4	-4.7	2.0	11.8
Cc1nn(-c2cc(N3CCOCC3)ccc2N)c(=O)c2ccccc12	6.6	-1.6	-3.2	0.4	-1.1	2.2	-0.7	-4.7	4.6	-1.8
Oc1ccc(/C=N/N2CCN(c3ccccn3)CC2)cc1	9.4	-6.0	3.6	-9.3	-2.5	-13.1	0.1	-8.5	.	8.8
CCN(Cc1nc2cc(Cl)ccc2c(=O)[nH]1)C(=O)c1nn(C)c(=O)c2ccccc12	-8.2	-3.2	.	8.7	0.6	5.0	15.0	.	-9.8	-2.0
COc1ccccc1C(O)(C(=O)NN(C)c1ccccc1)c1ccccc1OC	4.2	1.4	-4.8	-7.1	-0.3	2.2	-0.7	12.6	-12.1	5.4
COC(=O)c1ccc(Cn2cnc3c(cnn3-c3ccc(Cl)cc3)c2=O)o1	-1.4	1.9	-2.6	-7.9	-0.6	3.3	-1.6	-2.8	-6.2	-0.7
Oc1ccc(C[C@H]2CNCCN2CCc2cc(C(F)(F)F)cc(C(F)(F)F)c2)cc1	4.2	-3.9	.	7.2	-0.9	20.6	3.0	.	3.0	-10.6
COc1ccc(N2CC(C(=O)Nc3cc(C)on3)CC2=O)cc1 (centres undefined)	1.2	-1.0	-1.6	5.2	-0.7	2.2	-1.5	10.4	0.3	8.2
COc1ccccc1N1CCN(C2CC(=O)N(c3cccc(Br)c3)C2=O)CC1 (centres undefined)	.	-15.7	-0.3	-9.9	0.4	-23.7	-4.7	21.9	3.0	-0.1
O=C(c1ccccc1)c1ccc(N2CCN(C(=O)c3cccc(F)c3F)CC2)c(F)c1	-4.1	-9.5	5.5	11.4	0.6	0.2	-4.6	24.0	-19.9	8.4
Cn1c2ccccc2c2ncn(Cc3ccco3)c(=O)c21	4.6	0.7	-4.2	-13.4	2.0	3.6	-0.4	42.1	3.8	-5.8
CC1COC2C(O1)N(S(C)(=O)=O)CCN2S(C)(=O)=O (centres undefined)	2.8	-9.4	-2.0	-7.2	-6.3	4.1	-2.3	-6.2	-8.0	4.7
COCCCNc1nc2c(-c3cccc(C(F)(F)F)c3)nnn2c2ccccc12	4.9	-0.4	4.6	-2.4	0.8	-9.8	3.9	20.2	-5.4	-4.5
Cc1cc(C)c(C)c(OCCNCc2ccccc2)c1	0.3	?	1.3	7.0	1.3	8.2	0.1	52.0*	-1.5	3.2
Cn1c(=O)c2c(ncn2CC(=O)O)n(C)c1=O	.	-4.6	.	-5.2	-0.7	.	-9.5	.	.	0.2
COc1ccc(CNc2nc3ccccc3n2Cc2ccc(C)cc2)cc1OC	8.8	-6.5	1.3	-6.3	0.2	12.6	5.8	-1.5	4.4	-4.5
O=C(NC(=S)Nc1ccc2[nH]c(=O)[nH]c2c1)c1ccccc1[N+](=O)[O-]	-0.2	-5.3	-5.4	-3.2	-0.6	-4.7	-2.1	1.2	-0.3	-5.3
COc1ccc2[nH]cc(CCNC(=O)C3CCCO3)c2c1 (centres undefined)	9.8	-25.4	-3.2	-4.2	-2.3	0.1	-3.5	17.4	20.5	4.7
CCOc1ccc(C2(C)CC(=O)N(C)C2=O)cc1 (centres undefined)	-7.8	27.0	1.0	-15.6	-1.4	2.3	8.8	9.2	0.4	4.8
CC(=O)Nc1cccc(-c2ccnc3c2CC(C(=O)NCc2cccc(Cl)c2)O3)c1 (centres undefined)	.	-5.9	.	-2.1	-0.2	.	5.6	.	.	10.7
CCN1CCN(C(=O)CS(=O)(=O)Cc2nc(-c3cccc(OC)c3)oc2C)CC1	-0.4	2.9	-4.2	10.1	2.3	-6.9	5.2	-2.2	-9.4	-1.3
O=C(N[C@@H](Cc1ccc(Br)cc1)C(=O)O)OCC1c2ccccc2-c2ccccc21	-10.4	-1.8	12.4*	11.6	0.0	-5.4	-2.6	-10.5	-15.8	3.9
C/C(N)=C(/C#N)C(=O)CSc1nnc(Nc2cccc(C)c2C)s1	-3.2	-8.5&6.4	-0.1	2.3&15.6	-0.1&0.4	-8.0&2.1	-1.6&-1.3	12.0	8.8	5.6&-0.1
Cc1ccccc1NC(=O)C(C)OC(=O)CNS(=O)(=O)c1ccc(C#N)cc1 (centres undefined)	-0.7	-2.9	.	-1.9	-5.1	4.9	-1.5	.	-17.7	-3.4
COc1ccc(S(=O)(=O)c2cnc3ccc(OC)cc3c2N2CCC3(CC2)OCCO3)cc1	-19.7	0.8	3.7	4.2	1.0	1.2	0.1	13.3	6.5	1.9
CCN(CC)CC#CC(O)(c1ccccc1)c1ccccc1	4.5	-2.1	-0.5	-4.5	0.7	-6.4	3.3	30.5	-13.8	-1.9
CC(C)N(Cc1ccccc1)C(=O)COC(=O)c1ccc(O)cc1	2.8	1.6	.	6.5	1.5	-5.8	5.1	.	1.3	-7.6
C=CCn1c(SCC(=O)Nc2ccc(C(=O)OCC)cc2)nnc1-c1cccs1	6.8	5.8	-4.1	6.0	-1.0	5.7	1.9	-2.1	-26.5	-2.0
CCS(=O)(=O)/N=C(\N)c1ccccc1	1.4	6.9	0.1	14.1	-0.4	6.9	4.0	6.4	.	-2.3
Cc1ccc(NC(=O)CN(C)C(=O)c2ccc(Cl)c([N+](=O)[O-])c2)cc1	-5.3	-3.9	4.5	2.9	0.9	-3.9	2.4	-1.0	-6.4	-20.0
Cc1ccc(S(=O)(=O)NCC(=O)OC(C)C(=O)NC2CCCCC2C)cc1C (centres undefined)	.	.	.	9.6	.	-3.7	.	.	1.0	-4.7
CC(=O)Nc1ccc(NC(=O)c2c([N+](=O)[O-])c(C(C)(C)C)nn2C)cc1	-4.2	?	-1.5	-1.8	-0.4	2.2	8.0	8.5	-6.6	10.7

Screens (PubChem)
